# CXCR6 inh = inhibitors of human CXCR6 receptor | CHO-K1 PathHunter CXCR6 beta-arrestin, luminescence | inhibition, % at 20 µM | O00574 | hit rate 0.36% among 360,000 | AID 602244; in the data active = inhibition above about 34%, passing the limit was not always enough;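 note: antagonist mode with CXCL16 agonist at 10 nM final; 0% = 10 nM CXCL16 with DMSO and 100% = unstimulated wells without agonist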
# Target sequence (O00574 whole entry, looked up): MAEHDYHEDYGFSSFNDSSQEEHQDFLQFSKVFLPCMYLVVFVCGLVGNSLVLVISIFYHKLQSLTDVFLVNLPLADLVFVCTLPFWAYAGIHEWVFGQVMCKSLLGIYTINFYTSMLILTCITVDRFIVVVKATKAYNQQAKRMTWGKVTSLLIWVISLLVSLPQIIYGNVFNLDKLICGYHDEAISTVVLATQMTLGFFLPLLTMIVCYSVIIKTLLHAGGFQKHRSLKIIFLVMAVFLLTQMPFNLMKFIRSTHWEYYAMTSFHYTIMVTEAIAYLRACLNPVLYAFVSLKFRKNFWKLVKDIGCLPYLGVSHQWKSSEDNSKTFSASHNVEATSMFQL
# Gli-Sufu antag = antagonists of Gli-Sufu signaling. Sufu-KO-LIGHT fibroblasts, Gli luciferase reporter luminescence. hit rate 0.74% among 340,000. inhibition, % at 5 µM;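 active = inhibition above about 55%, limit read from the data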;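 note: 0% = DMSO-treated cells and 100% = wells with medium but no cells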
# CCR6 antag = antagonists of human CCR6 receptor | P51684 | CHO-K1 CCR6 PathHunter beta-arrestin, luminescence, CCL20-stimulated | inhibition, % at 20 µM | hit rate 0.49% among 340,000 | AID 493098;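 active = compounds whose inhibition of the agonist-driven luminescence signal at 20 µM reaches about 50%, limit read from the data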;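 note: cells stimulated with CCL20 at 14 nM final; plate controls were DMSO with CCL20 for no effect and DMSO without agonist for full effect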
# EBI2 antag = EBI2 (human) antagonism; P32249; EBI2 beta-arrestin recruitment, luminescence, 7a,25-OHC stimulated; AID 651636; hit rate 0.81% among 360,000; inhibition, % at 5 µM; in the data active = inhibition above about 38%;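 note: enzyme fragment complementation signal reports receptor beta-arrestin coupling in cells; 0% = agonist plus DMSO wells and 100% = wells without agonist; some results beyond the cut were filed as inactive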
# Target sequence (P32249 whole entry, looked up, the tested form may be a part): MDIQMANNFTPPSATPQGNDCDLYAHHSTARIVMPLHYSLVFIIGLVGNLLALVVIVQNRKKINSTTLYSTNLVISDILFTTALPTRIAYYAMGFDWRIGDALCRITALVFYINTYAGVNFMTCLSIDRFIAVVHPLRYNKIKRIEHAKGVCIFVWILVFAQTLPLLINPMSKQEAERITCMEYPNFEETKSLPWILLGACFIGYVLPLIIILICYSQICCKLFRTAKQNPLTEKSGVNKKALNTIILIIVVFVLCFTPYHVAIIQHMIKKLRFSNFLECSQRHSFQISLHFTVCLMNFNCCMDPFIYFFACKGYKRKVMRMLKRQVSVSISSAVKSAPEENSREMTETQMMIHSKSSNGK
# A3G deaminase = inhibitors of human APOBEC3G DNA deaminase; hit rate 0.28% among 330,000; Q9HC16; AID 493012; inhibition, % at 20 µM; recombinant A3G, ssDNA deamination FAM/TAMRA fluorescence;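 active = inhibition of at least 40% at 20 µM, with no more than 30% in the related APOBEC3A deaminase screen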;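 note: plate controls were DMSO wells with A3G for no effect and wells lacking A3G enzyme for full effect; some compounds called inactive have numbers as strong as hits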
# Target sequence (Q9HC16 whole entry, looked up): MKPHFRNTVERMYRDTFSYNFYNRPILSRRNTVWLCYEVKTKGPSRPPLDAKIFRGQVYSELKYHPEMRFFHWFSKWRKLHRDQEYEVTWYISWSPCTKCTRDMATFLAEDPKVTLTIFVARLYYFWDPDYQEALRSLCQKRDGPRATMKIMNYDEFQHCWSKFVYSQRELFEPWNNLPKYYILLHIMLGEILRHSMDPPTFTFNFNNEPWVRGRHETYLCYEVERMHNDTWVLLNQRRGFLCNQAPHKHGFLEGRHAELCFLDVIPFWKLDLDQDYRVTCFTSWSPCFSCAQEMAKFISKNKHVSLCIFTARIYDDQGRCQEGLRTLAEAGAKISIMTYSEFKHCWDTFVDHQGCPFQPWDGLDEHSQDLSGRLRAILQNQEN
# MPTP block = permeability transition pore inhibition; isolated mouse mitochondria, Ca2+ swelling absorbance, 30 min; inhibition, % at 10 µM; AID 602449; hit rate 1.4% among 360,000;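 active = inhibition of 50% or more, scaled per plate between neutral and stimulator controls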;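 note: 0% = DMSO wells given calcium and 100% = 1 mM EGTA wells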
# GRIN3A LBD mod = modulators (binders) of human NR3A ligand-binding domain; NR3A LBD differential scanning fluorimetry, Tm shift; 0% = protein alone, 100% = glycine-bound protein; Tm shift relative to glycine control, % at 25 µM; hit rate 2.5% among 340,000; AID 1259313;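 active = melting temperature shift of at least 10% of the positive control shift, at one fixed dose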
# A3A deaminase = human APOBEC3A DNA deaminase inhibition; P31941; recombinant A3A, FAM/TAMRA ssDNA deamination fluorescence; inhibition, % at 20 µM; hit rate 0.41% among 330,000; AID 493011;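 active = at least 40% inhibition at 20 µM here, with at most 30% in a related deaminase screen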;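 note: plate controls were A3A with DMSO for no effect and wells lacking A3A enzyme for full effect; some results filed as inactive read as strong as hits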
# An asterisk follows results filed as active; x = not tested or not shown.
SMILES,CXCR6 inh,Gli-Sufu antag,CCR6 antag,EBI2 antag,A3G deaminase,MPTP block,GRIN3A LBD mod,A3A deaminase
Cc1cccc(CSc2nc3nc(C)cc(C)n3n2)c1,2,-2,0,-5,-8,1.9,3,-4
COc1ccc(C(=O)NCC(=O)OCC(=O)Nc2cc(OC)ccc2OC)cc1,-2,0,-1,0,-6,1.7,-3,1
Cn1c(CCNC(=O)c2ccc(Cl)c(Cl)c2)nnc1SCc1ccc(Cl)c(Cl)c1,8,-3,1,25,-3,-3.1,6,-1
Cn1c(C(=O)NCCc2c[nH]c3ccccc23)cc2sccc21,-3,-57,15,14,-6,-0.1,16*,-4
COc1ccc(N=Cc2c(OC)ccc3ccccc23)cc1,-2,9,-8,-5,30,1.8,0,-6
CCCCCCN1C=C/C(=C\C=C(C#N)C#N)c2ccccc21,61*,6,77*,38,5,51*,-13,8
O=C(NNC(=O)c1cc([N+](=O)[O-])ccc1Cl)c1cccnc1,6,54,-11,-3,0,-0.9,1,-1
CCCSc1nnc2n(N)c(=O)c3ccccc3n12,-3,-7,-11,-6,-5,-1.5,-1,0
Cc1ccc(/C=N/n2c(-c3ccncc3)n[nH]c2=S)cc1,-4,-6,13,4,x,-2.1,1,x
O=C(CCNC(=O)c1ccc(Br)cc1)Nc1ccccc1N1CCOCC1,-3,16,12,-3,-9,0.7,-3,-3
O=C(N1CCCCC1)N1CCN(S(=O)(=O)c2ccccc2)CC1,4,-13,-1,3,-4,0.1,3,-6
COc1ccc(/C=N/NC(=O)CCn2cnc(-c3ccccc3)c2-c2ccccc2)cc1OC,11,5,-1,-13,0,2.7,-3,2
O=C(COC(=O)Cc1ccc(Cl)cc1)Nc1ccccc1F,2,-3,8,0,-7,-1.5,-1,0
O=S(=O)(NCc1ccc2c(c1)OCO2)c1cccc(F)c1,-5,29,-6,-9,-1,-0.3,-2,-6
Cc1ccc(Cl)cc1N=C(N)N=C(N)N,-8,-6,6,-8,-9,5.8,-1,-4
O=C(COC(=O)C1CC2CCCC(C1)C2=O)NC1CCCCC1 (stereo not given),10,-8,9,-1,-8,-0.8,3,-2
O=C(O)c1ccc(N/N=C/c2ccc(-c3ccccc3Cl)o2)cc1,-6,-56,3,-17,-1,4.0,-5,8
Cc1cccc(N2CCN(c3ccc(N4C(=O)CCCC4=O)cc3[N+](=O)[O-])CC2)c1C,-2,15,26,19,-1,5.4,-5,0
CCN(Cc1ccc2c(c1)OCO2)C(=O)CSc1nc(C)nc2sc(C)c(C)c12,-19,6,5,9,-7,0.4,-1,-1
Cc1cccn2c(=O)c(C=O)c(NCc3ccccc3)nc12,15,8,12,3,-5,16,-1,1
S=C(Nc1ccccc1)c1nc2ccccc2s1,17,-49,19,-3,1,0.4,0,4
C=CCN(C(=O)c1csnn1)C(C(=O)NC1CCCC1)c1ccc(OC)cc1 (stereo not given),8,22,14,-7,-4,0.8,0,-3
C=CCn1c(SCc2cc(C(C)=O)ccc2OCC)nc2ccccc2c1=O,9,14,1,17,-2,1.4,1,1
CCOC(=O)c1sc(NC(=O)CSc2ccccn2)c(C#N)c1C,4,-8,-3,-30,-3,3.0,7,-4
CCn1c(SCC(=O)N=Nc2c(O)[nH]c3ccccc23)nc2ccccc21,2,32,16,2,-7,4.4,-6,4

# Arranged by count of non-hydrogen atoms (lowest first): some entries from above
SMILES,CXCR6 inh,Gli-Sufu antag,CCR6 antag,EBI2 antag,A3G deaminase,MPTP block,GRIN3A LBD mod,A3A deaminase
Cc1ccc(/C=N/n2c(-c3ccncc3)n[nH]c2=S)cc1,-4,-6,13,4,x,-2.1,1,x
O=C(COC(=O)Cc1ccc(Cl)cc1)Nc1ccccc1F,2,-3,8,0,-7,-1.5,-1,0
CCN(Cc1ccc2c(c1)OCO2)C(=O)CSc1nc(C)nc2sc(C)c(C)c12,-19,6,5,9,-7,0.4,-1,-1

# Other compounds:
SMILES,CXCR6 inh,Gli-Sufu antag,CCR6 antag,EBI2 antag,A3G deaminase,MPTP block,GRIN3A LBD mod,A3A deaminase
c1ccc(-c2nc(NC3CCCC3)c3ccccc3n2)cc1,3,21,-4,-31,9,3.0,-2,-6
O=C(CCNC(=O)OCC1c2ccccc2-c2ccccc21)NOCc1ccccc1,-6,-4,11,-8,-3,-1.5,-2,-2
Cc1ccc(NC(=O)CN(C)CC(=O)Nc2ccc(N3CCOCC3)cc2)cc1F,-9,2,4,1,0,1.1,0,-2
O=C(CN1CCN(c2ccccn2)CC1)Nc1cc(F)ccc1F,-4,1,5,0,-5,-1.1,3,-2
CCCn1nc(C(=O)Nc2cccc(S(=O)(=O)N(C)c3ccccc3)c2)c2ccccc2c1=O,0,-4,15,12,-7,0.1,-20,-2
CC(C)(C)NC(=O)c1nc2ccccc2s1,-5,-9,-3,-1,-3,-4.4,0,0
COC(=O)c1cccc(Nc2c3c(nc4ccccc24)CCC3)c1,-10,27,6,-17,-7,0.8,-3,4
O=C(NNC(=O)C1CCCN(S(=O)(=O)c2ccc3ccccc3c2)C1)C1CC1 (stereo not given),-1,-3,-4,-5,-9,-0.9,0,-2
COc1ccc(CC(=O)Nc2nn(C)c3nc4c(C)cccc4cc23)cc1,-3,-9,10,-10,4,1.8,1,0
Cc1ccc2nc(NC(=O)C3CC(=O)N(Cc4ccco4)C3)sc2c1 (stereo not given),3,2,1,-6,-10,1.7,-2,-5
Cc1ccc(N(CC(=O)NC2CCCCC2)C(=O)CNC(=O)c2ccco2)cc1C,13,22,10,9,-3,-1.1,-2,-2
O=C(c1ccco1)N1CCN(C(=O)C(Sc2ccccc2)c2ccccc2)CC1 (stereo not given),-4,0,11,12,0,0.6,-2,-8
CNc1nc(-c2ccccc2)nc(-c2ccc(OC)cc2)c1C#N,-3,3,2,7,1,0.9,1,4
c1ccc(-c2cc(CSc3nc4ccccc4[nH]3)on2)cc1,0,-5,32,-2,-4,41,1,5
CCOC(=O)N1CCN(C(=O)Nc2ccc3nc(C)c(C)nc3c2)CC1,-2,3,2,-3,0,12,0,4
CC1=NN(c2ccc(Cl)cc2)C(=O)C1C(c1ccccc1O)c1c(C)[nH]n(-c2ccc(Cl)cc2)c1=O (stereo not given),25,12,-3,65*,0,88*,255*,0
O=C(Nc1ccc(F)cc1)c1nc[nH]c1C(=O)Nc1ccc([N+](=O)[O-])cc1,11,5,14,-15,-8,0.4,0,0
CCOc1ccccc1/C=N/NC(=O)c1cccc(S(=O)(=O)N2CCOCC2)c1,2,-13,3,-12,-10,-1.6,0,-7
O=C(NCc1ccccc1)c1ncn[nH]1,1,3,13,-3,-1,0.1,0,6
COCCN(C(=O)CSCC(=O)Nc1ccc(C)cc1)c1c(N)n(CC(C)C)c(=O)[nH]c1=O,5,0,-7,-3,-4,0.1,-1,0
C/C(=N/NC(=O)CC1N=C(Cc2ccccc2)NNC1=O)c1cccnc1 (stereo not given),-1,5,8,-8,-8,-3.5,0,1
Cc1csc(N2C(=O)C3C4CCC(O4)C3C2=O)n1 (stereo not given),-1,-3,4,-5,x,-1.1,4,x
Clc1nc2nc3n(c2nc1Cl)CCC3,-11,-3,4,3,-6,-1.1,3,-3
Cn1c(SCC(=O)NC2CCCCC2)nnc1-c1ccncc1,-1,-12,-2,6,-4,-1.0,-3,-5
O=C(CNS(=O)(=O)c1ccc(Br)s1)NCc1ccccc1,2,-12,7,8,-11,0.9,-4,-4
# The list continues:
SMILES,CXCR6 inh,Gli-Sufu antag,CCR6 antag,EBI2 antag,A3G deaminase,MPTP block,GRIN3A LBD mod,A3A deaminase
Cc1ccsc1C1CC(=O)NC2=C1C(=O)CC(C)(C)C2 (stereo not given),6,-13,-8,-2,-6,-1.8,-7,-2
Cc1cc(NC(=O)CN2CCCC(C)C2)n(-c2nc3ccccc3s2)n1 (stereo not given),6,20,15,17,-3,0.3,1,-1
Clc1ccc(-c2nnc(NCc3ccccc3)c3ccccc23)cc1,-6,6,3,27,-5,50,-7,-4
CCN(C1CCCCC1)S(=O)(=O)c1cn(C)c(=O)n(C)c1=O,-6,-4,-4,-5,-8,-2.3,-4,0
O=C(CCc1ccccc1)N1CCN(CCO)CC1,-6,-1,3,-2,-10,-1.3,-2,-2
Cc1ccc(-c2ccc(=O)n(CC(=O)Nc3ccc4c(c3)OCCO4)n2)cc1,-15,-8,6,2,-7,-0.6,-1,5
CCC(Sc1nc2ccccc2s1)C(=O)Nc1nnc(C)s1 (stereo not given),6,2,-9,-2,-4,3.8,-1,-5
COc1ccccc1N(CC(=O)NCc1ccccc1)C(=O)CCC(=O)Nc1ccccn1,2,2,5,0,1,0.1,2,0
COC(=O)c1ccc(S(=O)(=O)N2C3CCC2CC(NC(=O)NC2CCCCC2)C3)cc1 (stereo not given),-1,4,-9,-3,x,0.6,-1,x
COc1cccc(/C=N/NC(=O)C(=O)NCc2cccnc2)c1O,-7,5,5,-18,-7,-0.4,4,-4
Oc1cccc(/C=N/Nc2cccc3cccnc23)c1,0,-51,10,6,-3,5.0,32*,-1
Cc1ccc(OCC(=O)N/N=C\c2cccn2C)c([N+](=O)[O-])c1,-8,-11,10,-9,-4,-1.7,-1,1
Cc1cccc(C(=O)NNC(=O)c2ccc(F)cc2)c1,-4,-1,-11,-17,1,2.2,-4,2
CC(C)CC(=O)N1CCN(S(=O)(=O)c2ccc3ccccc3c2)CC1,-1,16,-2,-14,-1,24,1,-1
CCCCN(C)CCCNC(=O)CN1N=C(c2ccc(Cl)cc2)CCC1=O,-11,4,2,-10,-6,-0.6,-4,-3
Cc1nc(S/C(=C\c2ccc(OCc3ccccc3Cl)cc2)C(=O)O)n[nH]1,0,-5,4,-6,-7,-2.1,-8,-4
O=C(Nc1cccs1)N1CCN(c2ncccn2)CC1,-2,0,8,-11,-7,-0.5,3,0
COc1cccc(CN2CCN(Cc3cc4ccccc4[nH]3)CC2CCO)c1 (stereo not given),-20,7,-14,8,-2,3.3,2,4
CC(C)(C)OC(=O)N/N=C/c1cc(N=Nc2ccccc2)ccc1O,36,-29,30,21,0,96*,6,2
O=C(Nc1ccccc1C(=O)N/N=C/c1ccco1)c1ccccc1Cl,-3,-6,12,0,-1,-2.2,-1,0
Cc1cc(/C([O-])=C(/C(=S)Nc2ccc(F)cc2)[n+]2ccccc2)c(C)n1Cc1ccccc1Cl,5,0,19,14,1,-0.1,3,7
CN(C)CCCNc1ncnc2c1c(-c1ccccc1)cn2-c1ccccc1,5,26,30,13,-10,59*,-1,-2
CCCCCCn1c(N2CCC(C(N)=O)CC2)nc2c1c(=O)[nH]c(=O)n2C,3,8,-1,-9,-6,-2.5,2,-5
O=C(NC(=S)N(Cc1ccccc1)Cc1ccccc1)c1ccccc1F,36*,3,24,0,-5,1.4,-7,-4
Cc1ccc2nc(C(C)O)[nH]c2c1 (stereo not given),-3,1,-2,-6,-5,-1.7,0,-2
# (next part)
SMILES,CXCR6 inh,Gli-Sufu antag,CCR6 antag,EBI2 antag,A3G deaminase,MPTP block,GRIN3A LBD mod,A3A deaminase
C=CCNC(=S)N1CCC(Cc2ccccc2)CC1,-10,6,13,-5,-12,-0.6,-1,-8
COc1ccc(CCC(=O)Nc2nnc(C(C)(C)C)s2)cc1,-27,-7,7,6,-4,1.3,1,-3
CCOc1ncccc1C(=O)OCC(=O)NCCCc1ccccc1,-7,-9,17,4,-3,-0.3,0,1
O=C(O)c1cccc(N/N=C/c2ccc(F)c(F)c2)c1,-5,-199,-3,3,8,-1.6,0,2
COc1ccc(CNC(=O)C(OC(=O)c2cccs2)C(C)C)cc1 (stereo not given),4,10,6,3,-4,-0.4,0,-1
CC(C)OCCCNC(=O)C(Cc1ccccc1)NS(=O)(=O)c1ccc2c(c1)CCC(=O)N2 (stereo not given),3,1,-6,0,-3,-1.4,2,-3
O=C(NNc1ccccc1[N+](=O)[O-])Nc1ccccc1,7,2,4,-5,-1,2.6,1,5
CC1(C)Cc2c(sc(NC(=O)c3ccc(S(=O)(=O)N4CCCCCC4)cc3)c2C#N)C(C)(C)N1,16,-8,19,14,-8,0.0,-1,-6
CS(=O)(=O)N1N=C(c2ccco2)CC1c1ccc(Br)cc1 (stereo not given),7,-22,1,1,-5,0.9,1,-4

# Assay outcomes deposited in PubChem by Sanford-Burnham Center for Chemical Genomics.
